Lamin A splicing: changes lamin A minigene splicing in HeLa cells; Potency, µM (doses to about 46.1 µM), for inactives: at the highest dose ratio change, negative = inhibition, actives largely listed as inhibitors; AID 1487; HeLa LMNA splicing GFP/RFP minigene ratio, 48 h; hit rate 0.01% among 200,000; active = well fitted inhibition curve with a large enough effect in the signal ratio, with a control signal flat, not every such curve was filed as active; inconclusive = small, poorly fitted or top-dose-only effect, or effect the other way, or a change in a side signal; the % refers to the signal ratio; also: % is scaled to controls: 0 for no effect and ±100 for the full control effect
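Read-out is the ratio of GFP to DsRed2 object intensity, acquired by 488 nm laser-scanning cytometry on HeLa lamin A-EGFP minigene reporter cells. Compound incubation 48 hrs at 37 °C in Opti-MEM with 2% FBS; DMSO 0.5% final.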
ALDH1A1 inh: ALDH1A1 (human) enzyme inhibition | P00352 | Potency, µM (top dose mostly 75.3 µM), inactives show at the highest dose activity, negative = inhibition, hits mostly inhibitors | hit rate 7.3% among 220,000 | Purified ALDH1A1, NADH fluorescence, propionaldehyde substrate; active = well fitted inhibition curve with a large enough effect, not every such curve was filed as active; inconclusive = small, poorly fitted or top-dose-only effect, or another doubt; inactive = no such curve, though single readings can be large or run the other way;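 also: plate controls were no enzyme wells and a reference inhibitor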
Target sequence (P00352 whole entry, looked up): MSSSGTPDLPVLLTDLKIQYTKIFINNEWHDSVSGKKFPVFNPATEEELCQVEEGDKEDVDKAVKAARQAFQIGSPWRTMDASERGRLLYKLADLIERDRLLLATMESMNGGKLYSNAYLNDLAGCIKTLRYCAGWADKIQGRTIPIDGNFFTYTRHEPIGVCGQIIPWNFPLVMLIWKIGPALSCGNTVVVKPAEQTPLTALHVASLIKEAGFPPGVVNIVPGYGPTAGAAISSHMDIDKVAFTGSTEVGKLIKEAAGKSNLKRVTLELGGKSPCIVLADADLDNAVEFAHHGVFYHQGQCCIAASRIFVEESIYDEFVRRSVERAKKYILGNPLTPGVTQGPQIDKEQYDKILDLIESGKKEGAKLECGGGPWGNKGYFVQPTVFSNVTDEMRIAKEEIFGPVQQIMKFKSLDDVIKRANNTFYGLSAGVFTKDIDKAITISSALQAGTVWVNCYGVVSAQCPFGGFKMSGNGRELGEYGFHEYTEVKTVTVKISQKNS
KDM4E inh: JMJD2E (human) inhibition | JMJD2E catalytic domain, FDH-coupled NADH fluorescence (FDH is formaldehyde dehydrogenase) | Potency, µM (doses to about 57.1 µM), for the others: top-dose activity change, negative = inhibition, usual class: inhibitors | hit rate 1.6% among 230,000 | AID 2147; active = well fitted inhibition curve with a large enough effect, not every such curve was filed as active; inconclusive = small, poorly fitted or top-dose-only effect, or another doubt; inactive = no such curve, though single readings can be large or run the other way;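 also: 0% = wells with enzyme and -100% = buffer wells without enzyme; nearly all actives have a fitted effect of over 50% in size; many of its hits are not listed in these tables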
Target sequence (B2RXH2 1-337 limits assumed): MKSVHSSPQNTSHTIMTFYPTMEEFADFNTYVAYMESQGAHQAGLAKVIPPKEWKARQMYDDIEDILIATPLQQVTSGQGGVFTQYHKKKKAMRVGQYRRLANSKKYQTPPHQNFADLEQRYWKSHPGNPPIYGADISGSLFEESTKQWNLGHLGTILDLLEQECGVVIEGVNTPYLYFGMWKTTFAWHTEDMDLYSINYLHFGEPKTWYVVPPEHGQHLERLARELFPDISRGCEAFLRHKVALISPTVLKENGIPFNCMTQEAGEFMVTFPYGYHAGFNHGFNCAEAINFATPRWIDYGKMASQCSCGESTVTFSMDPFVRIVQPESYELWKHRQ
Tau ThT inhib: blocks human tau fibril formation measured by thioflavin T; P10636; AID 1460; hit rate 2.1% among 270,000; recombinant tau K18 P301L (four-repeat tau fragment), heparin-induced fibrillization, ThT fluorescence; Potency, µM (doses to about 57.4 µM), for the others: at the top dose activity, negative = inhibition, actives largely listed as inhibitors; also: % is scaled to controls: 0 for no effect and ±100 for the full control effect; nearly all actives have a fitted effect of over 55% in size
Target sequence (P10636 561-689 P618L limits assumed): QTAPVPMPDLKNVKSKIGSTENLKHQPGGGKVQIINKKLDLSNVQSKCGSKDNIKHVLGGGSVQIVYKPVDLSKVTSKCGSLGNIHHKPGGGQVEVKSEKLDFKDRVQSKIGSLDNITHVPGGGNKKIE
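Heparin-induced fibrillization of the P301L-mutant K18 repeat-domain fragment of human tau was followed by ThT binding in quantitative high-throughput format.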
RECQ1 helicase: inhibitors of human RECQ1 DNA helicase; P46063; RECQ1 DNA unwinding, red fluorescence kinetic read; Potency, µM (series often up to 57.3 µM), for the others: top-dose activity, negative = inhibition, usual class: inhibitors; hit rate 0.54% among 240,000;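 also: plate controls were vehicle for no effect and no enzyme for full effect; nearly all actives have a fitted effect of over 30% in size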
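RECQ1T1 50 nM; forked duplex (20 bp + 30-nt ss tails) 200 nM, ATP 2 mM final; pH 8.0, 2 mM MgCl2, 2.5 ug/ml poly(dI-dC); 15 min compound preincubation; discontinuous kinetic read over 2 h at RT.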
Luc counter: counter-screen: inhibitors of Kinase-Glo firefly luciferase; Q27757; Kinase-Glo luciferase, ATP luminescence, 8 min; Potency, µM (top dose mostly 38.3 µM), inactives show top-dose activity change, negative = inhibition, usual class: inhibitors; hit rate 0.28% among 200,000; AID 1379; also: % is scaled to controls: 0 for no effect and ±100 for the full control effect; nearly all actives have a fitted effect of over 60% in size
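Compounds were added to a substrate mix at pH 7.2 (50 mM imidazole, 10 uM ATP, within the enzyme's linear range), followed by Kinase-Glo detection reagent; luminescence was measured after 8 minutes at ambient temperature.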
SMN2 splice up: increases expression of the SMN2 splice variant; hit rate 2.8% among 210,000; HEK293 SMN2-luciferase splicing reporter, luminescence, 30-36 h; Potency, µM (titrated, usually from 46.1 µM), without a hit: at the highest dose activity change, positive = activation, usual class: activators; also: % of control where 0% means no effect; nearly all actives have a fitted effect of over 55% in size
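qHTS luciferase splicing reporter: luminescence rises when SMN2 exon 7 is included in transfected HEK293 cells. Compound exposure lasted 30-36 h at 37C, with 4.5 mM final sodium butyrate as control, followed by a ONE-Glo read.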
L3MBTL1 block: L3MBTL1 (human) inhibition; Q9Y468; AlphaScreen L3MBTL1–H3K9me1 peptide binding; Potency, µM (doses to about 57.1 µM), for inactives: at the top dose activity, negative = inhibition, most hits filed as inhibitors; hit rate 0.66% among 230,000; AID 485360; also: % is scaled to controls: 0 for no effect and ±100 for the full control effect; nearly all actives have a fitted effect of over 60% in size
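Displacement of a biotinylated histone H3(1-15) peptide monomethylated at Lys9 (75 nM) from L3MBTL1 (50 nM) was measured by AlphaScreen after a 30 min room-temperature compound incubation; cefsulodin titration served as intraplate control.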
Starred values were filed as active, the others as inactive; i = inactive; ? = inconclusive; . = no result given; [ ] = dose if it differs, or a comment. Unless noted, calls follow the shape of the dose curve; as a rule, active = well fitted curve in the direction sought with a large enough effect; inconclusive = small, poorly fitted or top-dose-only effect, or another doubt; inactive = no such curve, though single readings can be large; an effect the other way counts as inactive or inconclusive. Potency is read from the fitted curve at half-maximal effect. The list is partial (hit frequency here may not be typical).

SMILES	Lamin A splicing	ALDH1A1 inh	KDM4E inh	Tau ThT inhib	RECQ1 helicase	Luc counter	SMN2 splice up	L3MBTL1 block
Cc1ccc(CCN2CC(C(=O)NCc3ccco3)CC2=O)cc1 (stereo unspecified)	10.0%	28.2µM*	-8.6%	-6.1%	-3.2%	-0.3%	1.0%	-3.8%
COc1ccc(-c2cc(O)cc(O)c2)cc1	-10.4%	0.0%	5.0%	-8.8%	-8.0%	-4.3%	?	-3.5%
CC1(C)SC(=S)N(Cc2ccc3c(c2)OCO3)C1N(O)C(=O)NC1CCCCC1 (stereo unspecified)	-4.9%	?	-0.8%	0.7%	-14.7%	-4.3%	1.2%	-8.0%
COc1ccc(OCCCn2c(=O)oc3ccccc32)cc1	-7.9%	?	4.2%	-18.7%	-0.7%	-4.1%	-7.8%	3.7%
O=C(NNC(=S)NC1CC2CCC1C2)c1ccc(Cl)cc1 (stereo unspecified)	.	?	1.1%	-8.2%	i	.	.	-2.2%
CC(=O)c1cc(C#N)c(NCc2ccccc2)nc1C	?	-5.4%	-5.9%	-6.0%	i	0.0%	18.6%	2.5%
CCOc1ccc(-n2nnnc2SCC(=O)c2ccccc2)cc1	-18.9%	-8.7%	-0.7%	-2.5%	8.9%	-4.3%	-17.9%	6.6%
Cc1cccc(NC(=S)NCC23C=CC(O2)C2C(=O)N(c4ccc(Cl)cc4)C(=O)C23)c1 (stereo unspecified)	?	1.41µM*	5.9%	-11.9%	?	0.4%	-11.1%	-7.7%
CC(=O)NCCn1c(SCC(=O)NCCc2ccc(S(N)(=O)=O)cc2)nc2ccccc2c1=O	.	8.9%	-15.5%	8.3%	10.1%	-4.6%	4.1%	2.2%
Cc1ccc(N=Cc2cccc(O)c2O)c(C)c1	?	?	14.1µM*	3.16µM*	-13.0%	-15.2%	21.1%	31.6µM*
C=CCNC(=O)/C(C#N)=C/c1cn(-c2ccccc2)nc1-c1ccc(OC)c([N+](=O)[O-])c1	-8.2%	-4.2%	1.4%	1.6%	1.7%	2.0%	-13.6%	-5.0%
Cc1cccc(CSc2nnc(-c3ccco3)o2)c1	.	-7.3%	-15.0%	-10.2%	i	-0.2%	26.0%	43.3%[activator][11.4 µM]
C=CCn1c(-c2ccoc2)n[nH]c1=S	6.7%[0.0737 µM]	?	?	-12.6%	-3.9%	-1.9%	-4.1%	2.2%
COc1ccc(NC(=O)c2ccc3c(c2)OCO3)cc1Cl	-5.4%	3.0%	?	?	-18.4%	-9.7%	14.1µM*	11.9%
CCC(C)NC(=O)c1ccc([N+](=O)[O-])c(Cl)c1 (stereo unspecified)	-12.7%	?	-8.0%	-7.5%	-1.7%	0.6%	3.3%	9.0%
Cc1cc[n+](-c2[nH]c(=O)sc2/C=N/N=C(\[O-])c2ccccc2)cc1C	3.0%[46 µM]	22.4µM*	-21.7%	?	28.2µM*	-4.1%	7.5%	-20.2%
CCOC(=O)c1c(C)[nH]c(N=Nc2ccc(C)cc2C)c1C	?	?	0.6%	6.31µM*	-3.7%	2.2%	10.9%	?
CCc1ccccc1NC(=O)CCc1nc(-c2ccc(C)cc2)no1	-15.7%	1.1%	3.5%	-6.1%	-4.4%	1.6%	-15.2%	0.5%
O=C(N/C(=C\c1ccc(F)cc1)C(=O)N1CCCCCC1)c1ccccc1	.	7.6%	0.9%	-3.7%	-2.6%	.	.	.
COc1ccc(C2N(c3ccc(OC)cc3)C(=S)N3CCCN23)cc1 (stereo unspecified)	-14.3%	-15.4%	1.7%	-0.2%	-7.4%	-0.6%	21.2%	3.4%

Full records, looked up by structure. Values in the order: Lamin A splicing	ALDH1A1 inh	KDM4E inh	Tau ThT inhib	RECQ1 helicase	Luc counter	SMN2 splice up	L3MBTL1 block
`CCC(C)NC(=O)c1ccc([N+](=O)[O-])c(Cl)c1` (stereo unspecified) is listed with -12.7%	?	-8.0%	-7.5%	-1.7%	0.6%	3.3%	9.0%
`CCc1ccccc1NC(=O)CCc1nc(-c2ccc(C)cc2)no1` is listed with -15.7%	1.1%	3.5%	-6.1%	-4.4%	1.6%	-15.2%	0.5%

The list goes on.
SMILES	Lamin A splicing	ALDH1A1 inh	KDM4E inh	Tau ThT inhib	RECQ1 helicase	Luc counter	SMN2 splice up	L3MBTL1 block
CCOc1ccc2[nH]c(=O)c(CN(CCO)C(=O)CC)cc2c1	-6.6%	?	?	-2.7%	-0.8%	1.2%	6.7%	.
CCCCCCn1c(COc2ccccc2F)nnc1SCC(=O)N1c2ccccc2NC(=O)C1(C)C	?	?	-1.1%	-11.5%	-26.2%	-1.8%	-3.6%	-1.9%
O=C(c1ccccc1)C(Cn1cncn1)C(Sc1ccccc1)c1ccccc1 (stereo unspecified)	-20.2%	?	-9.7%	-4.9%	-18.4%	-2.1%	-0.1%	.
COc1ccc(NC(=S)NC(NC(=O)c2cccc(Cl)c2)C(Cl)(Cl)Cl)c([N+](=O)[O-])c1 (stereo unspecified)	?	17.8µM*	7.2%	?	i	-0.4%	-96.9%[inhibitor]	-27.5%
O=C(COC(=O)C1CC1)Nc1ccccc1Sc1ccccc1	17.9%	-5.8%	13.6%	-0.9%	i	-1.7%	-0.2%	10.5%
Cc1cc(C)n2nc(SCC(=O)N(C)C)nc2n1	2.0%	-0.3%	-6.1%	-15.9%	-8.1%	-4.5%	?	.
CC(C)(C)C(=O)COC(=O)c1cccc(NC(=O)c2ccco2)c1	-4.9%	-3.1%	-9.6%	-1.0%	-9.5%	0.9%	?	0.1%
Cc1ccc(C)c(N2CCN(S(=O)(=O)c3ccc4c(c3)CCC(=O)N4)CC2)c1	?	0.9%	4.2%	?	-10.2%	-2.8%	-20.0%	-3.0%
O=C(NCc1cccc(C(F)(F)F)c1)C1CCCN(c2ncccn2)C1 (stereo unspecified)	-1.2%	-7.3%	?	-6.1%	i	0.6%	-11.6%	8.1%
C=CCn1c(CCCOc2ccc(Cl)cc2Cl)nnc1SCC(=O)Nc1nccs1	1.0%	0.1%	7.2%	-3.4%	-13.6%	-1.9%	-1.9%	.
CCOC(=O)c1[nH]c2ccc(OC)cc2c1NC(=O)NC(C)C	3.7%	?	?	-12.3%	-4.0%	-3.1%	-9.7%	4.2%
O=C(Nc1ccc(Cc2ccncc2)cc1)c1cccs1	0.4%[46 µM]	2.2%	-1.9%	-0.6%	1.0%	-1.8%	-12.4%	.
Cc1nnc(SCc2ccccc2)n1N	?	6.1%	2.4%	4.7%	-3.5%	-0.1%	14.8%	-0.7%
O=C(CN1C(=O)COc2ccccc21)Nc1ccc2c(c1)OCCO2	-2.7%	-8.0%	1.0%	-2.4%	-14.0%	-1.5%	9.8%	7.6%
O=C1CSCC(=O)N1c1ccccc1	-0.8%	?	9.1%	1.1%	-10.7%	4.7%	2.5%	.
CCCC(=O)Nc1ccc(N2CCN(C(=O)c3ccccc3C)CC2)cc1	?	7.5%	-6.6%	-7.3%	i	4.7%	28.5%	6.1%[11.4 µM]
Cc1cccnc1NC(=O)c1cc2c(=O)oc3ccccc3c2s1	-12.0%	-8.5%	?	3.4%	-8.7%	-1.0%	2.9%	7.7%
Cc1nn(C(=O)c2ccco2)c(C)c1Sc1ccc(Br)cc1	17.1%	0.8%	-26.2%	-16.5%	i	-1.4%	-15.1%	3.4%
O=C(Cc1ccccc1[N+](=O)[O-])NCc1ccccc1Cl	7.7%	3.9%	-0.8%	3.6%	-1.8%	-8.5%	?	0.8%
Cc1ccc(N2CC(C(=O)NCCc3ccc(S(N)(=O)=O)cc3)CC2=O)cc1 (stereo unspecified)	6.4%	?	8.6%	-10.9%	i	3.5%	15.6%	0.8%

An excerpt from above in order of the L3MBTL1 block value, smallest number first:
SMILES	L3MBTL1 block
COc1ccc(NC(=S)NC(NC(=O)c2cccc(Cl)c2)C(Cl)(Cl)Cl)c([N+](=O)[O-])c1 (stereo unspecified)	-27.5%
Cc1nnc(SCc2ccccc2)n1N	-0.7%
Cc1cccnc1NC(=O)c1cc2c(=O)oc3ccccc3c2s1	7.7%

Going on with the list:
SMILES	Lamin A splicing	ALDH1A1 inh	KDM4E inh	Tau ThT inhib	RECQ1 helicase	Luc counter	SMN2 splice up	L3MBTL1 block
O=C1[C@@H]2C(Cc3ccc(O)cc3)NC3(C(=O)Nc4ccc(F)cc43)[C@@H]2C(=O)N1c1ccccc1 (stereo partly specified)	?	-5.8%	-3.3%	1.0%	-6.8%	.	.	-8.0%
O=C(c1ccco1)N1CCC2(CCCN(c3ccccc3)C2)CC1	.	?	.	.	-13.3%	-2.7%	-16.7%	.
CC/C(Cc1ccccc1)=N/NC(=O)c1cccc(Br)c1	-1.1%	?	17.4%	?	-6.6%	-3.2%	-8.9%	8.8%
COc1ccc(CN(C(=O)c2ccco2)c2ccccc2)cc1	-13.4%	-3.6%	2.1%	-5.4%	-6.5%	-2.5%	0.5%	3.2%
COc1cc(/C=N/n2c(-c3cc(C)[nH]n3)n[nH]c2=S)cc(OC)c1OC	.	-3.0%	-10.4%	-17.6%	-0.8%	.	.	-6.3%
CCOC(=O)c1ccc(NC(=S)N(CCCN2CCCC2)Cc2ccco2)cc1	-10.4%	-7.0%	7.3%	-5.1%	1.0%	-1.5%	12.6%	35.5µM*
CC1(C)CC(=O)C2=C(C1)Nc1ccccc1[S@]2=O	.	.	?	-5.2%	-2.4%	.	.	3.1%
COc1ccc(N2C(=O)CSC23CCC(C(C)(C)C)CC3)cc1 (stereo unspecified)	5.4%	?	-1.6%	-16.2%	-14.4%	-2.6%	-16.9%	5.6%
CCc1cc(SC#N)ccc1N	.	?	3.7%	12.6µM*	-1.5%	-1.9%	-12.4%	-3.6%
O=C(NCc1cccnc1)c1cc2nc(-c3cccs3)cc(C(F)(F)Cl)n2n1	-21.5%[46 µM]	?	?	?	-1.6%	-0.2%	-3.9%	4.6%
O=C1Nc2cc(C(=O)N3CCN(Cc4ccccc4)CC3)ccc2SC1N1CCOCC1 (stereo unspecified)	10.0%	6.5%	-5.4%	-9.6%	-7.5%	-3.3%	-47.0%[inhibitor]	-3.4%

Bioassay records deposited in PubChem by National Center for Advancing Translational Sciences (NCATS).
